# PKM2 act: increases activity of human pyruvate kinase M2. P14618. purified PKM2, Kinase-Glo ATP luminescence, activation; response scale: 0% is enzyme alone, no compound. 0.34% of 260,000 active. Potency, µM (highest dose often 57.5 µM), for the others: top-dose activation, usual class: activators; note: potency is the fitted concentration of half-maximal effect; % is set by controls: 0 for no effect and ±100 for the full control effect; nearly all actives have a fitted effect of over 55% in size
#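 Purified hPK-M2 (>95%) run at intermediate activity with 0.1 mM ADP and 0.5 mM PEP in 50 mM imidazole pH 7.2, KCl, MgCl2; 1 h room temperature. ATP formed read by Kinase-Glo luminescence; normalized to uninhibited and no-enzyme controls.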
# FBPA coupling cs: counter-screen for Giardia aldolase inhibitors: coupling enzyme system | coupling enzyme system counterscreen, AmpLite Red fluorescence | 0.67% of 290,000 active | activity change, negative = inhibition, % at 58.2 µM, hits read low; in the data active = activity change below about -30%; note: % is set by controls: 0 for no effect and ±100 for the full control effect
#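 Counterscreen of the coupled detection system alone, without aldolase: glyceraldehyde-3-phosphate coupling enzymes plus AmpLite Red readout. Compounds at 57.5 uM final, 10 min RT preincubation, 20 min RT reaction, fluorescence 525/598 nm.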
# ASM inhibitor: blocks human secretory acid sphingomyelinase. P17405. placental ASM, HMU-PC fluorogenic substrate, 60 min. Potency, µM (highest dose often 57.5 µM), for the others: top-dose activity change, negative = inhibition, usual class: inhibitors. 0.006% of 340,000 active; note: potency is the fitted concentration of half-maximal effect
# Target sequence (P17405 47-631 limits assumed): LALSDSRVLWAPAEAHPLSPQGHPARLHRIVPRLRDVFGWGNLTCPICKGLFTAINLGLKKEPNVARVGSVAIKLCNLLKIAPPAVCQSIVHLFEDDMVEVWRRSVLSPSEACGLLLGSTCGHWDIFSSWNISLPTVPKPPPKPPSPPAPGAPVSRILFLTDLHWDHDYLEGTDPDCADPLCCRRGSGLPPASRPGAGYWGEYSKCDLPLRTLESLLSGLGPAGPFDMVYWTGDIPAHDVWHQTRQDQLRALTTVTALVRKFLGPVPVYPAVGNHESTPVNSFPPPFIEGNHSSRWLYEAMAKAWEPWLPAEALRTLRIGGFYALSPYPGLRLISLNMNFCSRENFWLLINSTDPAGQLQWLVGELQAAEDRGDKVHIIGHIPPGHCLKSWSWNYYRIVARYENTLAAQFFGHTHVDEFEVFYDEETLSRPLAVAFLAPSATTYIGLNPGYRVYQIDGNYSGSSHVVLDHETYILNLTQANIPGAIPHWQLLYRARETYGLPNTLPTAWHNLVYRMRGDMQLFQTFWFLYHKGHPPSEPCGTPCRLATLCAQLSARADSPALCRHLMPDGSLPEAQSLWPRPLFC
#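 Steps: dispense placental human ASM, pin compound, wait 10 min at room temperature, add HMU-PC0 substrate at 9 uM final, incubate 60 min at 37 °C, add stop solution raising pH to 10, read fluorescence.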
# Tb PFK inh: T. brucei PFK enzyme inhibition; 0.17% of 330,000 active; O15648; Potency, µM (series often up to 57.5 µM), without a hit: at the highest dose activity, negative = inhibition, actives largely listed as inhibitors; T. brucei PFK, ADP-Glo luminescence;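 note: potency is the fitted concentration of half-maximal effect; 0% = uninhibited 1x PFK enzyme wells and -100% = no-enzyme wells; nearly all actives have a fitted effect of over 60% in size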
#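 In TEA buffer at pH 8.0 with 5 mM MgCl2, enzyme (1.25 nM) converted F6P (0.5 mM) and ATP (0.1 mM) for 45 min at room temperature. ADP product was read by luciferase luminescence.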
# Menin MLL FP TR: displaces Texas Red mutant MLL peptide from human menin | O00255 | Menin + Texas Red MLL mutant peptide, fluorescence polarization | Potency, µM (doses to about 61.6 µM), for the others: top-dose FP activity change, negative = inhibition, usual class: inhibitors | 0.23% of 270,000 active; active = well fitted inhibition curve with a large enough effect in the polarisation, with a control signal flat, not every such curve was filed as active; inconclusive = small, poorly fitted or top-dose-only effect, or effect the other way, or a change in a side signal; inactive = no such curve, though single readings can be large or run the other way; the % refers to the polarisation; note: potency is the fitted concentration of half-maximal effect; % of control where 0% means no effect; many of its hits are not listed in these tables
# BCR signal inh: blocks chronic active B-cell receptor signaling; ABC-DLBCL IkBa-CBG/CBR reporter, luminescence ratio, 4 h; 0.05% of 340,000 active; Potency, µM (series often up to 46.1 µM), for the others: at the highest dose ratio change, negative = lower green/red ratio, hits mostly inhibitors; active = well fitted inhibition curve with a large enough effect in the signal ratio, with a control signal flat, not every such curve was filed as active; inconclusive = small, poorly fitted or top-dose-only effect, or effect the other way, or a change in a side signal; the % refers to the signal ratio;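 note: potency is the fitted concentration of half-maximal effect; plate controls were basal doxycycline-induced cells for no effect and cells given 10 µM MG132 for full effect; MG132 reads +100%, hits lower the ratio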
#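 TMD8 human ABC-DLBCL cells with doxycycline-inducible IκBα–green luciferase fusion and unfused red luciferase, in 0.5% FBS medium; compounds up to 46 uM, 4 h at 37C. Green/red luminescence ratio, filter-overlap corrected, fitted to concentration-response curves.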
# a7 integrin act: activates integrin-mediated alleviation for muscular dystrophy; alpha7betagal myoblasts, beta-gal FDG fluorescence, 48 h; Potency, µM (doses to about 38.3 µM), inactives show at the top dose activation, actives largely listed as activators; 0.064% of 350,000 active; AID 624291;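 note: potency is the fitted concentration of half-maximal effect; 100% = response of the positive control SU9516; nearly all actives have a fitted effect of over 60% in size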
#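 Alpha7betagal+/- myoblasts (passage 13) were plated 16-24 hr, then exposed to compounds (1:260 dilution of DMSO stock) for 48 hours at 37C. After MPER lysis, β-galactosidase reporter activity was read as FDG fluorescence (ex 480/em 540) after 30 minutes.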
# TSG101-PTAP inh: blocks PTAP/TSG101 interaction to inhibit HIV-1 budding; Fluorescence polarization, FITC-PTAP peptide / Tsg101 binding; Potency, µM (titrated, usually from 115 µM), inactives show at the highest dose activity change, negative = inhibition, hits mostly inhibitors; Q99816; 340,000 tested, under 10 active; active = well fitted inhibition curve with a large enough effect in the main read-out, with a control signal flat, not every such curve was filed as active; inconclusive = small, poorly fitted or top-dose-only effect, or effect the other way, or a change in a side signal; inactive = no such curve, though single readings can be large or run the other way; note: potency is the fitted concentration of half-maximal effect; % of control where 0% means no effect
#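 FP read-out: FITC-PTAP peptide, 50 nM final, binding Tsg101 binding domain, 10 uM final; 20 min, r.t.; 10 mM HEPES pH 7.5, 0.15 M NaCl, 0.01% Tween 20, 3 mM EDTA, 0.1 mM TCEP.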
# B2AR arrestin: beta2AR (human) beta-arrestin recruitment activity; beta-arrestin recruitment to beta2AR, cell-based reporter; P07550; 0.02% of 330,000 active; Potency, µM (titrated, usually from 46.1 µM), inactives show at the top dose activation, usual class: activators;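 note: potency is the fitted concentration of half-maximal effect; 0% = DMSO controls and full agonism = EC100 isoproterenol or metaproterenol; nearly all actives have a fitted effect of over 65% in size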
# Giardia killer: kills Giardia lamblia; Giardia lamblia trophozoite viability; activity change, % at 7.66 µM, hits read low; 0.15% of 340,000 active; AID 540267; in the data active = activity change below about -80%; inconclusive = between about -30% and that limit;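 note: parasites exposed to compound for two days anaerobically before the ATP read; % is set by controls: 0 for no effect and ±100 for the full control effect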
#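 Luminescent ATP signal served as the viability read-out, measured 15-30 min after adding ATP detection reagent to trophozoites that had been incubated with compounds for 48 hrs at 37 deg C anaerobically at 100 cells/well.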
# GALK inhibitor: inhibitors of human galactokinase; P51570; Purified GALK, Kinase-Glo residual ATP luminescence; Potency, µM (titrated, usually from 57.5 µM), inactives show top-dose activity change, negative = inhibition, hits mostly inhibitors; 0.007% of 270,000 active; AID 1868; note: potency is the fitted concentration of half-maximal effect; % is set by controls: 0 for no effect and ±100 for the full control effect
# Target sequence (P51570 whole entry, looked up): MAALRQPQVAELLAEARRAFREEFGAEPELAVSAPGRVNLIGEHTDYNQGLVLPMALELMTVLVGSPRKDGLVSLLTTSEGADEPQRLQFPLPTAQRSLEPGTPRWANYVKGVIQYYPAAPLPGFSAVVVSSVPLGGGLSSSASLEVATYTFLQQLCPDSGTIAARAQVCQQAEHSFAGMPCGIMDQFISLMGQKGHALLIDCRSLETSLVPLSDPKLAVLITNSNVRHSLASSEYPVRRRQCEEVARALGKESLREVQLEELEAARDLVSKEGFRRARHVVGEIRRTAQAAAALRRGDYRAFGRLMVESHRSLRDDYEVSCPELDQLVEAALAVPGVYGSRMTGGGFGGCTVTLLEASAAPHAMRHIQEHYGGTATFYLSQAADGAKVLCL
#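 Quantitative HTS: GALK 5 nM, ATP 35 uM, galactose 100 uM, 1 h room temperature, then luciferase-based ATP detection.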
# The depositor's hits bear a star; u = inconclusive; x = no result given; [ ] = remark or other dose. Unless noted, calls come from the whole dose curve; as a rule, active = well fitted curve in the direction sought with a large enough effect; inconclusive = small, poorly fitted or top-dose-only effect, or another doubt; inactive = no such curve, though single readings can be large; an effect the other way counts as inactive or inconclusive.
SMILES,PKM2 act,FBPA coupling cs,ASM inhibitor,Tb PFK inh,Menin MLL FP TR,BCR signal inh,a7 integrin act,TSG101-PTAP inh,B2AR arrestin,Giardia killer,GALK inhibitor
COc1cccc(N2CCC(N3CCN(C)C(CCO)C3)CC2)c1 (stereo not given),-0.1%,-1.2,-4.7%,-6.0%,-5.2%,7.0%,0.0%,-5.3%,-0.2%,-19.2,1.9%
C[C@H](NC(=O)NC1CCCc2ccccc21)C(=O)O (stereo not given in full),-5.6%,-1.0,4.4%,3.2%,-6.0%,2.3%,-18.3%,-7.0%,-1.0%,-10.5,-0.1%
NC(=O)N/N=C/c1cn(-c2ccccc2)nc1-c1ccccc1,-5.9%,-1.5,-13.9%,0.5%,24.8%,u,7.0%,0.1%,0.0%,-12.3,-2.4%
C#CNC(=O)C1(CC=C)CCNCC1,x,x,7.4%,0.0%,x,-2.1%,8.2%,1.8%,0.1%,9.0,x
CCOC(=O)COn1c(=O)c(-c2cccs2)[n+]([O-])c2ccccc21,0.3%,-9.4,73.4%[activator],-15.2%,u,0.2%,-5.3%,-5.9%,-0.3%,-24.5,-1.5%
COCCCn1c(C(=O)Nc2ccc3c(c2)OCO3)cc2c(=O)n3ccccc3nc21,x,0.9,120.0%,-4.6%,18.0%,-0.3%,14.2%,-3.5%,0.0%,-0.8,-6.8%
COc1cc(NC(=S)N2CCN(C(=O)c3ccco3)CC2)c(OC)cc1Cl,1.5%,-0.3,-4.4%,-10.6%,-0.2%,3.1%,18.4%,-5.1%,0.0%,-26.1,2.0%
O=C(NCCc1cnc[nH]1)c1ccc(-c2ccccc2)cc1,x,1.2,3.3%,7.9%,6.9%,-3.3%,-44.4%[inhibitor],-5.5%,-0.2%,6.5,x
CC(C)(C)N(NC(=O)OCc1ccccc1)C(=O)c1ccccc1,-0.7%,1.6,1.5%,-6.1%,6.2%,2.1%,-22.4%,-0.8%,-0.5%,11.7,-1.3%
Cc1ccccc1C(=O)Nc1ccccc1NC(=O)c1ccccc1Br,x,1.1,-0.1%,-4.1%,20.3%,3.9%,u,-1.6%,0.4%,-10.1,x
CCc1nc2sc3c(c2c(=O)n1N)CCC3,0.8%,3.7,-0.5%,-4.6%,-8.4%,-11.1%,-13.2%,3.6%,0.2%,-9.2,-0.4%
O=c1c2ccc([N+](=O)[O-])cc2ncn1Cc1ccccc1C(F)(F)F,-1.8%,0.6,5.8%,-3.2%,-4.2%,-1.4%,-2.1%,0.0%,0.0%,1.5,-3.0%
CCc1cc2c(N3CCN(C(=O)c4ccco4)CC3)ncnc2s1,-0.4%,-2.8,-0.6%,-11.2%,x,0.5%,-15.4%,-1.0%,-0.3%,-1.7,-2.2%
CN1/C(=C\C(=O)C[n+]2cccc(Br)c2)C(C)(C)c2ccccc21,-1.6%,0.1,-1.8%,-6.1%,-7.2%,9.6%,-44.4%,0.1%,0.4%,-2.7,-2.2%
CCc1c(C(=O)NN2C(=O)C3CCCCC3C2=O)csc1C (stereo not given),-9.5%,-1.9,-1.0%,-0.5%,0.8%,0.4%,-17.1%,-0.5%,-0.5%,6.3,x
CCN(CC)CCCn1c(C)cc2c(c1=O)C(c1cc(OC)c(OC)cc1OC)C(C#N)=C(N)O2 (stereo not given),0.4%,1.5,-1.9%,-4.7%,0.4%,1.7%,-2.1%,-3.3%,-0.4%,2.6,14.9%
COc1cc(/C=C/C2=NNC(=O)CC2)cc(OC)c1OC,x,-0.2,2.7%,-1.3%,-6.5%,-7.0%,-20.9%,2.5%,0.1%,-7.1,-1.9%
O=C(CSC(=S)N1CCSCC1)c1ccccc1,x,5.4,0.0%,-1.9%,-4.7%,u,27.3%,-1.5%,0.2%,-1.4,10.9%
c1ccc2nc3c(cc2c1)CCCCCC3,4.9%,3.3,-1.4%,0.2%,-13.0%,9.4%,18.4%,-3.8%,0.4%,16.1,-2.8%
O=C(/C=C/c1ccc([N+](=O)[O-])cc1)N1CCN(S(=O)(=O)c2ccccc2)CC1,x,x,-0.8%,-2.9%,x,u,4.2%,-9.2%,0.3%,20.0,x
CC(C)NC(=O)C(=O)NCCc1ccc(Cl)cc1,0.2%,-2.0,8.3%,1.7%,-12.8%,u,-6.0%,5.2%,0.1%,-4.5,-2.1%
CC1Cc2ccccc2N1C(=O)C(C)n1cc(C(F)(F)F)cc(Cl)c1=O (stereo not given),x,x,0.9%,-1.4%,x,6.9%,-8.3%,-4.8%,0.0%,9.3,x
CCOc1ccc(/C(CCC(=O)O)=N/NC(=S)NCCc2ccccc2)cc1,6.3%,10.1,u,-0.6%,-14.7%,u,-14.1%,-2.6%,u,5.7,-3.1%
Cc1[nH]c2ccc(CNS(=O)(=O)c3ccc(S(=O)(=O)N4CCOCC4)cc3)cc2c1C,-17.0%,0.5,-1.3%,1.7%,u,u,-7.9%,-6.8%,-0.2%,3.2,0.1%
O=C(CN1CCN(Cc2ccccc2F)C1=O)NCC1CCCO1 (stereo not given),-4.4%,-0.1,-0.6%,2.9%,x,-4.2%,21.2%,-4.3%,-1.1%,16.6,0.2%
# The list goes on.
SMILES,PKM2 act,FBPA coupling cs,ASM inhibitor,Tb PFK inh,Menin MLL FP TR,BCR signal inh,a7 integrin act,TSG101-PTAP inh,B2AR arrestin,Giardia killer,GALK inhibitor
O=C(Nc1ccc2c(c1)OCCO2)C1CCN(S(=O)(=O)c2cccc3nsnc23)CC1,-11.0%,-1.7,-1.0%,-0.4%,x,2.8%,-5.7%,-0.4%,-1.1%,0.9,-0.8%
COC(=O)c1cc2oc(C)cc2n1CC(=O)Nc1ccc(C)c(C)c1,1.5%,-2.7,-0.6%,14.1%,18.6%,14.0%,29.2%,-1.1%,-0.3%,9.1,-1.9%
O=C(Cc1csc(-c2ccccc2)n1)NCc1ccco1,1.9%,1.1,-0.3%,-0.6%,12.2%,1.5%,11.0%,-1.3%,0.3%,6.6,12.3%
Cn1c(=O)n(C)c2cc([N+](=O)[O-])c(N3CCN(C(=O)c4ccccc4)CC3)cc21,0.3%,-0.7,-3.8%,-1.9%,6.1%,3.9%,-7.2%,-9.8%,-0.5%,-0.9,-1.0%
CCOC(=O)c1c(NC(=O)CSc2nccn2C)sc(C(=O)NC)c1C,x,x,-1.8%,2.5%,x,10.1%,-13.8%,-2.4%,-0.1%,4.1,x
O=C(c1cccc(F)c1)N1CCN(CC2CC3C=CC2C3)CC1 (stereo not given),3.2%,-1.3,5.7%,-0.8%,-1.6%,-0.6%,4.6%,-3.4%,5.8%,3.0,1.0%
Cc1ccccc1NC(=O)Nc1c(C)n(C)n(-c2ccccc2)c1=O,-8.4%,x,3.8%,3.7%,x,3.6%,21.6%,-2.3%,-0.4%,0.4,-3.9%
COC(=O)c1c(-c2ccc(OC)cc2)sc2ccc(N3CCOCC3)cc12,x,x,-23.0%,3.0%,x,5.3%,26.9%,-0.4%,0.3%,3.0,x
Clc1ccc(OCc2nnc(SCc3nnc(-c4ccccc4)o3)o2)c(Cl)c1,-1.3%,-4.9,-12.0%,-0.4%,-2.0%,0.8%,-22.8%,-0.6%,-1.1%,-5.5,-1.1%
Cc1ccc(CNC(=O)C23CN(Cc4ccccc4)CC2C(c2ccc([N+](=O)[O-])cc2)=NO3)cc1 (stereo not given),3.9%,-1.8,-0.1%,11.9%,-10.7%,0.4%,27.1%,-0.3%,-0.1%,0.6,0.5%
CCCCC(CC)CNCc1cccn1CCN1CCOCC1 (stereo not given),-2.0%,0.7,-0.5%,-1.1%,u,1.7%,-41.4%,-0.5%,-0.4%,8.2,-4.3%
Cc1ccc(S(=O)(=O)N2CCN(C(=O)CSc3nnc(C)s3)C2)cc1,4.2%,1.5,-0.8%,0.7%,-6.7%,-9.9%,21.4%,2.0%,0.6%,-3.0,-0.5%

# Sorted by the number under BCR signal inh (lowest first): 3 of the compounds above
smiles,BCR signal inh
Cc1ccc(CNC(=O)C23CN(Cc4ccccc4)CC2C(c2ccc([N+](=O)[O-])cc2)=NO3)cc1 (stereo not given),0.4%
Cc1ccccc1NC(=O)Nc1c(C)n(C)n(-c2ccccc2)c1=O,3.6%
CCOC(=O)c1c(NC(=O)CSc2nccn2C)sc(C(=O)NC)c1C,10.1%

# Compound activity deposited in PubChem BioAssay by National Center for Advancing Translational Sciences (NCATS).

# An excerpt; rates above refer to the full screens.
